Compound activity: PubChem, Sanford-Burnham Center for Chemical Genomics
APOBEC3G inh = APOBEC3G (human) deaminase inhibition | inhibition, % at 20 µM | 330,000 tested, 0.28% active | AID 493012 | recombinant A3G, ssDNA deamination FAM/TAMRA fluorescence;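 active = inhibition of at least 40% at 20 µM, with no more than 30% in the related APOBEC3A deaminase screen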;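 note: plate controls were DMSO wells with A3G for no effect and wells lacking A3G enzyme for full effect; some compounds called inactive have numbers as strong as hits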
Target sequence (Q9HC16 whole entry, looked up): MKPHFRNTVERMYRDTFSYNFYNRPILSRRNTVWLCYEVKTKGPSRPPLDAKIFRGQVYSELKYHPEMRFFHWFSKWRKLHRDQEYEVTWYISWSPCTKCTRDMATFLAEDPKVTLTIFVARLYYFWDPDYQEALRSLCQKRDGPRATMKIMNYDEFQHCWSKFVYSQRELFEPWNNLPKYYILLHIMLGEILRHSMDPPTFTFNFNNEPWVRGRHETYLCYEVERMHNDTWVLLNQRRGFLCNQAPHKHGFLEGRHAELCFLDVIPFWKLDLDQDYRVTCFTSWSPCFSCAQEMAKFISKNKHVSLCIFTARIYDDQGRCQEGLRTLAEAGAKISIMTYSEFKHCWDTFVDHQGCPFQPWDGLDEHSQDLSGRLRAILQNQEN
SENP6 block = blocks the human protease SENP6; 330,000 tested, 1.8% active; Q9GZR1; AID 2599; Recombinant SENP6 catalytic domain, aminoluciferin luminescence; inhibition, % at 10 µM;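 active = inhibition above about 50% at the single tested dose, limit read from the data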;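 note: plate controls were DMSO wells with enzyme for no effect and DMSO wells lacking enzyme for full effect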
SENP8 block-1 = SENP8 (human) protease inhibition; recombinant SENP8, Nedd8 substrate fluorescence; inhibition, % at 20 µM; 360,000 tested, 0.64% active; AID 602440; in the data active = inhibition mostly above about 40%, no sharp cut-off; inactive = mostly below about 27%
Target sequence (Q96LD8 whole entry, looked up): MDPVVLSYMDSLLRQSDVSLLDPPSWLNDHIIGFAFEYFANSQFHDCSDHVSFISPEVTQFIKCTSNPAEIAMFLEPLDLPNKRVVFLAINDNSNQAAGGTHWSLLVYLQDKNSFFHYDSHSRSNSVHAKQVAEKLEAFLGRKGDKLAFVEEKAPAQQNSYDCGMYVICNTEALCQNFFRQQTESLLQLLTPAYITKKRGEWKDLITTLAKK
SENP7 inh = blocks the human protease SENP7. Q9BQF6. recombinant SENP7, Z-RLRGG-aminoluciferin luminescence, 40 min. inhibition, % at 5 µM. 330,000 tested, 1.5% active. AID 434973;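 active = inhibition above about 50% at the single test dose, limit read from the data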;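 note: plate controls were DMSO with enzyme for no effect and no enzyme buffer wells for full effect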
Apaf1 inhib = inhibitors of human Apaf-1 apoptosome; O14727; reconstituted apoptosome caspase-3 activity, DEVD-Rh110 fluorescence; inhibition, % at 20 µM; 330,000 tested, 0.71% active; AID 489030; active = inhibition of at least 40% at 20 µM;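 note: plate controls were DMSO wells for no effect and DEVD-CHO caspase inhibitor wells for full effect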
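System: reconstituted apoptosome with Apaf-1, cytochrome c, caspase-9, procaspase-3, dATP; Signal: Rh110 fluorescence intensity; Schedule: 30 min compound preincubation, 50 min activation, room temperature; Reagent: cytochrome c trigger plus (Z-DEVD)2-Rh110 caspase-3 substrate.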
SENP8 block-2 = inhibitors of human SENP8 protease | purified SENP8, Z-RLRGG-aminoluciferin cleavage, luminescence | AID 2540 | 330,000 tested, 1.2% active | inhibition, % at 10 µM; in the data active = inhibition above about 50%
UBC13 inh = blocks human UBC13 polyubiquitin chain formation; P61088; TR-FRET; inhibition, % at 20 µM; 330,000 tested, 0.47% active; in the data active = inhibition above about 45%, passing the limit was not always enough
Target sequence (P61088 whole entry, looked up): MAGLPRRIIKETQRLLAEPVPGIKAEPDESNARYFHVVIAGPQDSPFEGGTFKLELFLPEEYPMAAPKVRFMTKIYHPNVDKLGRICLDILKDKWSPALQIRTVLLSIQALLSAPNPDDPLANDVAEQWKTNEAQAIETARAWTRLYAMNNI
SENP1 inh = blocks the human SENP1 SUMO protease catalytic domain | 360,000 tested, 0.21% active | inhibition, % at 10 µM | Q9P0U3 | AID 624204 | recombinant SENP1 catalytic domain, CyPet-SUMO1-YPet FRET cleavage;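 active = inhibition at least 30% at 10 µM, raw YFP signal under a set limit, fluorescence ratio 0.5 to 1.5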;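 note: 0% = enzyme with DMSO and 100% = no enzyme wells; some results filed as inactive read as strong as hits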
Target sequence (Q9P0U3 419-644 limits assumed): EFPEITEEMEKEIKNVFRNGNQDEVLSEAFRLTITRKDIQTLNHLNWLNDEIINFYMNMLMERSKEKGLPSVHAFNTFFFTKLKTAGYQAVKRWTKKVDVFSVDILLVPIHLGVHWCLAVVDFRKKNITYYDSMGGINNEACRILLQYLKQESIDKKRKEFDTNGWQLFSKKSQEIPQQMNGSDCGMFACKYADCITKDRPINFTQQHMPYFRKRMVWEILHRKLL
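material = recombinant human SENP1 catalytic domain, His6-tagged | quantity = 20 pM enzyme | reagent = 25 nM SUMO1 FRET substrate | compound dosing = 10 µM single point, 0.5% DMSO | timing = 50 min enzyme reaction, room temperature, light-protected | detection = FRET, CFP and YFP emission | control set = no-enzyme low, enzyme-DMSO high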
* marks the source's active call; other numbers are inactive results. An unsorted share of the library; overall some 3.6% were active at least once.

Results for CC(C)(C)[C@@H]1C=C(C(=O)N2CCOCC2)O[C@H](OCc2ccc(CO)cc2)C1 ?
APOBEC3G inh: -7.2; SENP6 block: 5.4; SENP8 block-1: 15.7; SENP7 inh: -0.4; Apaf1 inhib: -8.3; SENP8 block-2: 7.4; UBC13 inh: -9.4; SENP1 inh: -0.5

Results for Cc1ccc(-c2c(C)n([O-])c3c([n+]2=O)CCCC3)cc1 ?
APOBEC3G inh: -16.7; SENP6 block: -13.7; SENP8 block-1: 12.6; SENP7 inh: -4.5; Apaf1 inhib: -5.9; SENP8 block-2: -3.3; UBC13 inh: 1.4; SENP1 inh: 0.0

What do the screens show for `COC(=O)CC1C(=O)NCCN1C(=O)CSc1nnnn1-c1ccc(OC)cc1` (stereo not drawn)?
APOBEC3G inh: -4.8; SENP6 block: -2.2; SENP8 block-1: 12.5; SENP7 inh: -3.7; Apaf1 inhib: -1.1; SENP8 block-2: -5.6; UBC13 inh: 0.0; SENP1 inh: 0.2

How did COc1ccccc1NS(=O)(=O)c1ccc(Cl)c(NC(=O)CN2C(=O)c3ccccc3C2=O)c1 do in these assays?
APOBEC3G inh: -9.5; SENP6 block: -3.4; SENP8 block-1: 28.4; SENP7 inh: -1.6; Apaf1 inhib: 8.3; SENP8 block-2: -13.1; UBC13 inh: -9.4; SENP1 inh: -0.5

What do the screens show for `O=C(CSc1nc(O)c(Cc2ccccc2)c(=O)[nH]1)Nc1nnc(SCc2ccccc2)s1`?
APOBEC3G inh: 1.5; SENP6 block: -4.0; SENP8 block-1: -4.0; SENP7 inh: 1.1; Apaf1 inhib: 7.1; SENP8 block-2: 3.6; UBC13 inh: -3.9; SENP1 inh: 1.8

What do the screens show for `Cc1cc(NC(=O)COC(=O)C2CC(=O)N(c3ccc(Br)cc3)C2)no1` (stereo not drawn)?
APOBEC3G inh: -15.7; SENP6 block: -15.1; SENP8 block-1: 8.0; SENP7 inh: -1.5; Apaf1 inhib: 3.7; SENP8 block-2: 0.7; UBC13 inh: 5.2; SENP1 inh: 2.9

How did O=C(NNC(=S)Nc1ccc(F)cc1)c1cccc([N+](=O)[O-])c1 do in these assays?
APOBEC3G inh: -3.4; SENP6 block: 1.3; SENP8 block-1: 5.6; SENP7 inh: 8.5; Apaf1 inhib: -8.4; SENP8 block-2: 4.2; UBC13 inh: -6.5; SENP1 inh: 2.4

What do the screens show for `CC(C(=O)N1CCN(c2ccc([N+](=O)[O-])cc2)CC1)N1C(=O)C2CC=CCC2C1=O` (stereo not drawn)?
APOBEC3G inh: -11.7; SENP6 block: -18.0; SENP8 block-1: 21.3; SENP7 inh: -11.1; Apaf1 inhib: 7.1; SENP8 block-2: -10.1; UBC13 inh: -25.6; SENP1 inh: 0.0

How did CCn1nc(C)c(Br)c1-c1nc(CS(=O)(=O)c2ccsc2)no1 do in these assays?
APOBEC3G inh: -3.8; SENP6 block: -15.6; SENP8 block-1: 25.2; SENP7 inh: 10.4; Apaf1 inhib: -2.4; SENP8 block-2: -3.2; UBC13 inh: 1.8; SENP1 inh: 1.4

Results for COc1cc(NC(=O)CCN2CCOCC2)cc(OC)c1 ?
APOBEC3G inh: -5.5; SENP6 block: 6.5; SENP8 block-1: 10.8; SENP7 inh: 3.5; Apaf1 inhib: -9.6; SENP8 block-2: 1.7; UBC13 inh: 5.0; SENP1 inh: 0.1

By substructure: the compounds so far containing a nitro group on carbon
How did O=C(NNC(=S)Nc1ccc(F)cc1)c1cccc([N+](=O)[O-])c1 do in these assays?
APOBEC3G inh: -3.4; SENP6 block: 1.3; SENP8 block-1: 5.6; SENP7 inh: 8.5; Apaf1 inhib: -8.4; SENP8 block-2: 4.2; UBC13 inh: -6.5; SENP1 inh: 2.4

What do the screens show for `CC(C(=O)N1CCN(c2ccc([N+](=O)[O-])cc2)CC1)N1C(=O)C2CC=CCC2C1=O` (stereo not drawn)?
APOBEC3G inh: -11.7; SENP6 block: -18.0; SENP8 block-1: 21.3; SENP7 inh: -11.1; Apaf1 inhib: 7.1; SENP8 block-2: -10.1; UBC13 inh: -25.6; SENP1 inh: 0.0

Further structures:
Results for CCCC(=O)Nc1c2c(nn1-c1ccc(C)cc1)CS(=O)(=O)C2 ?
APOBEC3G inh: -8.7; SENP6 block: 13.1; SENP8 block-1: 14.4; SENP7 inh: 3.2; Apaf1 inhib: -2.1; SENP8 block-2: 4.9; UBC13 inh: 10.3; SENP1 inh: 2.4

What do the screens show for `CC(C)N1CCC2(CC1)N=C(c1ccc3c(c1)OCO3)CC(c1cc(Cl)ccc1O)N2` (stereo not drawn)?
APOBEC3G inh: -1.1; SENP6 block: 27.9; SENP8 block-1: -24.3; SENP7 inh: -8.8; Apaf1 inhib: 27.5; SENP8 block-2: 18.2; UBC13 inh: 14.4; SENP1 inh: -0.9

Results for CCOC(=O)c1oc2ccccc2c1NC(=O)C(C)(C)C ?
APOBEC3G inh: -1.1; SENP6 block: -3.1; SENP8 block-1: -5.9; SENP7 inh: -8.2; Apaf1 inhib: 12.2; SENP8 block-2: -4.7; UBC13 inh: -16.1; SENP1 inh: 3.4

How did COc1ccc(N2CCN(C(=O)CNC(=O)c3cn(-c4ccccc4OC)c(=O)c4ccccc34)CC2)cc1 do in these assays?
APOBEC3G inh: 0.4; SENP6 block: -3.7; SENP8 block-1: -21.1; SENP7 inh: -4.0; Apaf1 inhib: 5.7; SENP8 block-2: -2.7; UBC13 inh: -18.6; SENP1 inh: 1.0

How did Cc1cccc(C(=O)c2ccccc2C(=O)O)c1O do in these assays?
APOBEC3G inh: -6.3; SENP6 block: -20.7; SENP8 block-1: 13.1; SENP7 inh: -6.3; Apaf1 inhib: -4.6; SENP8 block-2: -9.7; UBC13 inh: -1.9; SENP1 inh: -2.9

What do the screens show for `O=C(CN1CCN(c2ccc(O)cc2)CC1)Nc1cc(S(=O)(=O)N2CCCCC2)ccc1Cl`?
APOBEC3G inh: -1.4; SENP6 block: 19.1; SENP8 block-1: 12.9; SENP7 inh: 6.3; Apaf1 inhib: 9.2; SENP8 block-2: 2.1; UBC13 inh: -24.4; SENP1 inh: 2.6

What do the screens show for `O=S(=O)(NCc1cccnc1)c1ccc(Cl)c2ccccc12`?
APOBEC3G inh: -7.0; SENP6 block: 6.3; SENP8 block-1: 9.1; SENP7 inh: -9.3; Apaf1 inhib: 3.4; SENP8 block-2: -4.4; UBC13 inh: -6.3; SENP1 inh: 0.8

Results for Cc1[nH][nH]c(=O)c1N=Nc1ccc(F)cc1 ?
APOBEC3G inh: -5.3; SENP6 block: 9.2; SENP8 block-1: 30.7; SENP7 inh: 11.8; Apaf1 inhib: 2.9; SENP8 block-2: 5.8; UBC13 inh: -15.3; SENP1 inh: 2.3

What do the screens show for `COc1cc2c(cc1OC)CN(C(=O)c1cc(S(=O)(=O)N3CCOCC3)c(Cl)cc1Cl)CC2`?
APOBEC3G inh: 1.5; SENP6 block: -0.5; SENP8 block-1: 7.4; SENP7 inh: -4.5; Apaf1 inhib: 21.1; SENP8 block-2: -0.2; UBC13 inh: 3.1; SENP1 inh: 0.8

Results for Cc1ccc(S(=O)(=O)N2CCCC2)cc1C(=O)O ?
APOBEC3G inh: 2.8; SENP6 block: 7.1; SENP8 block-1: 14.6; SENP7 inh: 3.6; Apaf1 inhib: 0.3; SENP8 block-2: 1.1; UBC13 inh: -2.7; SENP1 inh: 1.2

The final 2 compounds of the section above lead into the next.
What do the screens show for `COc1cc2c(cc1OC)CN(C(=O)c1cc(S(=O)(=O)N3CCOCC3)c(Cl)cc1Cl)CC2`?
APOBEC3G inh: 1.5; SENP6 block: -0.5; SENP8 block-1: 7.4; SENP7 inh: -4.5; Apaf1 inhib: 21.1; SENP8 block-2: -0.2; UBC13 inh: 3.1; SENP1 inh: 0.8

Results for Cc1ccc(S(=O)(=O)N2CCCC2)cc1C(=O)O ?
APOBEC3G inh: 2.8; SENP6 block: 7.1; SENP8 block-1: 14.6; SENP7 inh: 3.6; Apaf1 inhib: 0.3; SENP8 block-2: 1.1; UBC13 inh: -2.7; SENP1 inh: 1.2

Results for CCOc1cc(N2CCOCC2)c(OCC)cc1NC(=O)c1nc2nc(C)cc(C)n2n1 ?
APOBEC3G inh: -4.7; SENP6 block: 6.5; SENP8 block-1: 28.6; SENP7 inh: -2.1; Apaf1 inhib: -5.5; SENP8 block-2: -2.3; UBC13 inh: -3.2; SENP1 inh: 5.0

Results for CN1CCN(C(=O)c2ccc(C(C)(C)C)cc2)CC1 ?
APOBEC3G inh: -4.7; SENP6 block: -9.1; SENP8 block-1: 11.5; SENP7 inh: 4.0; Apaf1 inhib: -15.8; SENP8 block-2: 6.6; UBC13 inh: -1.7; SENP1 inh: 0.5

What do the screens show for `O=C(Nc1c(C(=O)O)oc2ccc(Br)cc12)c1ccccc1`?
APOBEC3G inh: -3.1; SENP6 block: 14.8; SENP8 block-1: 11.1; SENP7 inh: -1.4; Apaf1 inhib: 11.5; SENP8 block-2: 3.8; UBC13 inh: -16.2; SENP1 inh: 2.4

Results for CC1=CC=CC2=NC(=O)CC(C)(C(=O)N(CC(=O)NC3CCCC3)c3ccccc3C)N12 (stereo not drawn) ?
APOBEC3G inh: -3.0; SENP6 block: 6.3; SENP8 block-1: -328.6; SENP7 inh: 1.5; Apaf1 inhib: 0.5; SENP8 block-2: -1.0; UBC13 inh: 15.2; SENP1 inh: 0.3

Results for CCOc1ccc(C(=O)NCCC2=CCCCC2)cc1OCC ?
APOBEC3G inh: -1.7; SENP6 block: 4.7; SENP8 block-1: 17.8; SENP7 inh: 6.9; Apaf1 inhib: 3.7; SENP8 block-2: -9.1; UBC13 inh: 5.1; SENP1 inh: 0.7

How did CCC(C(=O)OCC(=O)Nc1ccc(C)c(S(=O)(=O)N2CCOCC2)c1)c1ccccc1 (stereo not drawn) do in these assays?
APOBEC3G inh: -11.8; SENP6 block: -12.4; SENP8 block-1: 12.5; SENP7 inh: -14.7; Apaf1 inhib: 24.6; SENP8 block-2: -9.0; UBC13 inh: -2.6; SENP1 inh: 2.4

How did N=c1ccn(Cc2ccc(Cl)cc2Cl)cc1 do in these assays?
APOBEC3G inh: -7.7; SENP6 block: -1.2; SENP8 block-1: 22.5; SENP7 inh: -1.6; Apaf1 inhib: -3.6; SENP8 block-2: -5.3; UBC13 inh: 4.9; SENP1 inh: 0.5

How did CC(=O)Oc1ccc([C@@H]2COc3c(ccc4c3C=CC(C)(C)O4)C2)c(OC(C)=O)c1 do in these assays?
APOBEC3G inh: -6.8; SENP6 block: 2.0; SENP8 block-1: 36.6; SENP7 inh: -1.7; Apaf1 inhib: 11.0; SENP8 block-2: 14.8; UBC13 inh: -0.4; SENP1 inh: 0.5

What do the screens show for `CCO[C@@H]1OC(C(=O)NC2CC2)=C[C@H](c2ccc(Br)cc2)[C@H]1CCCO`?
APOBEC3G inh: 2.1; SENP6 block: -4.6; SENP8 block-1: 6.8; SENP7 inh: -3.4; Apaf1 inhib: -0.4; SENP8 block-2: 6.7; UBC13 inh: -7.2; SENP1 inh: 2.5

Results for COc1ccc(NC(=O)Cn2c(NCC(C)O)nc3ccccc32)cc1Cl (stereo not drawn) ?
APOBEC3G inh: 0.7; SENP6 block: -9.5; SENP8 block-1: 3.8; SENP7 inh: 3.9; Apaf1 inhib: 0.2; SENP8 block-2: -6.8; UBC13 inh: 0.1; SENP1 inh: 2.3

What do the screens show for `CCOc1ccc(S(=O)(=O)NCCCN2CCOCC2)c2ccccc12`?
APOBEC3G inh: -3.4; SENP6 block: -17.8; SENP8 block-1: -2.5; SENP7 inh: 1.8; Apaf1 inhib: 1.0; SENP8 block-2: 2.3; UBC13 inh: 4.8; SENP1 inh: 0.9

Results for O=C(COC(=O)CSc1ccc(F)cc1)NNC(=O)c1ccc([N+](=O)[O-])cc1 ?
APOBEC3G inh: -9.7; SENP6 block: 3.9; SENP8 block-1: 7.0; SENP7 inh: 1.3; Apaf1 inhib: 0.2; SENP8 block-2: 8.4; UBC13 inh: -2.1; SENP1 inh: 4.6
